# 15-hLO-2 inh – inhibitors of human 15-lipoxygenase 2 (ALOX15B) | purified 15hLO-2, xylenol orange hydroperoxide absorbance | Potency, µM (highest dose often 57.1 µM), inactives show top-dose activity change, negative = inhibition, most hits filed as inhibitors | actives 0.56% (n = 110,000); note: potency is the fitted concentration of half-maximal effect; nearly all actives have a fitted effect of over 60% in size; many of its hits are not listed in these tables
#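 Enzyme 50 nM, AA 45 uM, 25 mM Hepes pH 7.5 + 0.01% Triton X-100; cpd preinc 15 min RT, rxn 90 min RT; stop/detect with 200 uM XO + 300 uM Fe(II) in 50 mM H2SO4, 30 min; A573/A405.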
# PNC assembly inh – blocks assembly of the perinucleolar compartment; activity change (PNC), negative = inhibition, % at 10 µM; PC3M PTB-GFP, PNC prevalence imaging, 16 h; active compounds read low; actives 3.1% (n = 140,000); AID 2417;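 active = readout at or below -70, meaning at least 70% loss of cells showing the perinucleolar compartment, a nuclear body marking cancer cells; inconclusive = readout between -30 and a set limit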;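 note: plate controls were DMSO wells for no effect and camptothecin positive control wells for full effect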
#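 Read-out is percentage of cells bearing a perinucleolar compartment, from automated 20x imaging of fixed, Hoechst-stained PC3M PTB-GFP cells. Cells were seeded 4 h, then exposed 16 h to compound (23 nl of library stock) in duplicate plates.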
# IMPase cell inh – cell-permeable inhibitors of inositol monophosphatase (IMPase); P97697; CHO-M1 cells, IP1 accumulation, HTRF TR-FRET ratio; inhibition (IP1 accumulation), % at 46.1 µM; 120,000 tested, under 10 active; active = well fitted curve in the direction sought with a large enough effect in the signal ratio, not every such curve was filed as active; inconclusive = small, poorly fitted or top-dose-only effect, or a change in a side signal; inactive = no such curve, though single readings can be large or run the other way; the % refers to the signal ratio;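 note: cells stimulated with carbachol in lithium chloride buffer; plate controls were DMSO basal wells for no effect and reference inhibitor wells for full effect; higher means more IMPase inhibition seen as more IP1 and lower FRET ratio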
# Target sequence (P97697 whole entry, looked up): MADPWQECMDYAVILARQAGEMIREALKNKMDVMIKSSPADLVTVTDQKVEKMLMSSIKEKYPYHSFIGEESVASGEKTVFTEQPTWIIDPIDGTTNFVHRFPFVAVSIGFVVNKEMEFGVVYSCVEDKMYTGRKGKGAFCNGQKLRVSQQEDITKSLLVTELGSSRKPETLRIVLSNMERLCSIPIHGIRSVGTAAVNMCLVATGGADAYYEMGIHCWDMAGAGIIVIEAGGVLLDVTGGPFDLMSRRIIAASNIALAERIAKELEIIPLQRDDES
#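 Elevated IP1 in lysates lowers TR-FRET signal (665/620 ratio and 620 channel reported). Cells were CHO-M1, given carbachol (50 uM as added) plus 50mM LiCl, pH 7.4, 30 min, 37C; compounds titrated up to 46 uM; AC50 by Hill equation.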
# ALOX12 inhib – 12-hLO (ALOX12) enzyme inhibition; AID 1452; actives 0.12% (n = 150,000); Potency, µM (top dose mostly 57.1 µM), inactives show at the top dose activity change, negative = inhibition, usual class: inhibitors; purified 12-hLO, xylenol orange hydroperoxide absorbance; P18054; note: potency is the fitted concentration of half-maximal effect; nearly all actives have a fitted effect of over 55% in size; many of its hits are not listed in these tables
# Target sequence (P18054 whole entry, looked up): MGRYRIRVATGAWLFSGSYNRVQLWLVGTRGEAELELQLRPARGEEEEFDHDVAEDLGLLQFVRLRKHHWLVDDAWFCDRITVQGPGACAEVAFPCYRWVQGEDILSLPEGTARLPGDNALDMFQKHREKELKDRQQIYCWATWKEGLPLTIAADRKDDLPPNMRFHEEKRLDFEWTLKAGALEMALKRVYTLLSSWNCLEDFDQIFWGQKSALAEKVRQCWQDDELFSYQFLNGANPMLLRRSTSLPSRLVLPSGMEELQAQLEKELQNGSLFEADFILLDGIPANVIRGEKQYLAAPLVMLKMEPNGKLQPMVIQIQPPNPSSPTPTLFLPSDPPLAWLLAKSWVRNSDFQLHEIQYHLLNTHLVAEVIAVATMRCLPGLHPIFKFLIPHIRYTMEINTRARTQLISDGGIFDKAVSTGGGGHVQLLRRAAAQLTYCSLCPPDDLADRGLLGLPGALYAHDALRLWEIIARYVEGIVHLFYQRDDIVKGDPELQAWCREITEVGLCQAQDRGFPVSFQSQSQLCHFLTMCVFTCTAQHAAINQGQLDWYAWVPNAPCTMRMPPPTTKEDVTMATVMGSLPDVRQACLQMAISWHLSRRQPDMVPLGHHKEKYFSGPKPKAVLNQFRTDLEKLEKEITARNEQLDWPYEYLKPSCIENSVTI
#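 Lipoxygenase turnover measured by absorbance at 573 and 405 nm after Fe-XO development. Human 12hLO 150 nM, arachidonate 40 uM, pH 7.0 Hepes buffer with detergent; 15 min compound preincubation, 30 min reaction.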
# * hit, by the source's call; u = inconclusive; x = not tested or not shown; [ ] = dose if it differs, or a comment. Unless noted, calls come from the whole dose curve; as a rule, active = well fitted curve in the direction sought with a large enough effect; inconclusive = small, poorly fitted or top-dose-only effect, or another doubt; inactive = no such curve, though single readings can be large; an effect the other way counts as inactive or inconclusive. Unless noted, % is set by controls: 0 for no effect and ±100 for the full control effect. An excerpt; the hit share may differ from the screen's.
no.	structure	15-hLO-2 inh	PNC assembly inh	IMPase cell inh	ALOX12 inhib
1	Cc1ccc2oc3c(c(=O)c2c1)C(c1cccc(O)c1)N(c1ccccn1)C3=O (stereo not given)	-5%	u	3	-5%
2	Cc1cccc(NC(=O)/C(=C\c2ccc([N+](=O)[O-])o2)NC(=O)c2ccc(Cl)cc2)c1	x	-23	-4	-28%
3	Cc1cc(C)n2nc(CC(=O)NC3CCCCCC3)nc2n1	-2%	-1	-3	0%
4	Cc1ccc(NC(=O)CCCC(=O)O)c(Br)c1	4%	-27	8	-4%
5	COc1cccc(CNC(=O)c2ccccc2N)c1	-3%	19	5	6%
6	Cc1ccccc1CN1CCc2c(OCC(=O)N3CCCc4ccccc43)cccc2C1=O	x	37	x	-3%
7	CCN1C2=C(C(=O)CCC2)C(c2ccc(O)c(Br)c2)C2=C1CCCC2=O	-10%	25	-3	-7%
8	O=C(Nc1ccccc1C(F)(F)F)N1CCC(n2c(=O)[nH]c3ccccc32)CC1	x	15	-1	-3%
9	CCOc1ccccc1NC(=O)C(OC(=O)c1ccccc1O)c1ccccc1 (stereo not given)	x	-29	x	7%
10	CC(C)[C@@H]1CC[C@@H](C)c2c(-c3ccccc3)n[nH]c21	49%[activator]	9	-14	-5%
11	O=C(CCN1CCCCCC1)c1ccccc1	x	u	2	-4%
12	CCCOC(=O)c1ccc(NC(=O)CCOc2ccccc2)cc1	2%	-5	-1	-10%
13	CC1Cc2ccccc2N1C(=O)CSc1nc(N)cc(=O)[nH]1 (stereo not given)	0%	11	10	4%
14	C/C(CC(=O)N1CCN(C=O)CC1)=N\NC(=O)c1cc2ccccc2cc1O	x	u	3	-20%
15	CCNC(=S)NNC(=O)c1cc(-c2cc(C)ccc2C)nc2ccccc12	21%	24	3	u
16	O=C1Nc2ccc(S(=O)(=O)N3CCOCC3)c3cccc1c23	-10%	-14	0	-14%
17	COc1ccc(CC(=O)NCc2ccc3c(c2)OCO3)cc1	-6%	u	10	2%
18	COc1cc(/C=C/c2c([N+](=O)[O-])c(=O)n(C)c(=O)n2C)cc(OC)c1OC	-8%	-26	2	5%
19	Cc1csc(NC(=O)c2cc3c(s2)CCCCC3)n1	9%	u	1	-4%
20	COc1ccc(OC)c(/C=N/NC(=O)c2ccc(Cn3cc([N+](=O)[O-])cn3)o2)c1	x	u	x	0%
21	Nc1c(N=Nc2ccc(-c3ccc(N=Nc4cc(S(=O)(=O)O)c5ccccc5c4N)cc3)cc2)cc(S(=O)(=O)O)c2ccccc12	3.2µM*	x	x	u
22	CCCCn1nc2cc(C(=O)NC[C@@H]3CCCO3)ccc2c1OCC	4%	u	3	4%
23	Cc1cccc(OCCCC(=O)Nc2ccc(S(=O)(=O)Nc3onc(C)c3C)cc2)c1C	-8%	33	10	-8%
24	Cc1ccc(CNC(=O)COc2ccc(C(=O)c3ccc(F)cc3)cc2)cc1	x	-20	-6	-2%
25	COC(=O)c1cc(Br)c(=O)n(Cc2ccc(OC)c(OC)c2)c1	2%	-1	u	0%
26	COc1ccc2nc3sc(C(=O)NCCCN4CCc5ccccc5C4)cc3cc2c1	x	-17	x	-4%
27	CCNc1ncc2nc(-c3ccc(F)cc3)c(=O)n(CCC#N)c2n1	-1%	x	x	-6%
28	Cc1c(C(=O)O)oc2ccc(S(=O)(=O)N3CCC(C)CC3)cc12	-5%	4	4	0%
29	COc1cc(-c2nnn(CC(=O)NC3CCS(=O)(=O)C3)n2)ccc1OCc1ccccc1 (stereo not given)	0%	u	-2	-3%
30	COC(=O)c1ccc2c(=O)n(CCCCCC(=O)NCc3ccccc3)c(=O)[nH]c2c1	u	23	1	-2%
31	Cc1ccc2c(Cn3cc(C(F)(F)F)cc(Cl)c3=O)cc(=O)oc2c1	x	11	x	0%
32	O=C(O)c1ccc(-n2cccc2)cc1O	6%	u	2	-8%
33	CCN(CC)S(=O)(=O)c1ccc2nc(COC(=O)c3n[nH]c4ccccc34)[nH]c2c1	-15%	u	5	-6%
34	COc1ccc(OC)c(NS(=O)(=O)c2cc(OC)ccc2OC)c1	-2%	-12	3	-3%
35	COc1ccc(C(=O)Nc2ccc(C)cc2C(=O)c2ccccc2)c(OC)c1	x	7	3	-2%
36	CN(C)S(=O)(=O)c1cccc(C(=O)N2CCN(Cc3ccccc3)CC2)c1	1%	-10	7	-4%
37	O=C(CSc1nnc(CNC(=O)c2ccccc2F)o1)c1ccccc1	-5%	-19	8	-5%
38	COc1ccc(C(=O)NCc2ccccc2)cc1S(=O)(=O)N1CCCc2ccccc21	3%	5	0	1%
39	O=C(Nc1ccc2c(c1)OCO2)c1ccc(Br)c(S(=O)(=O)N2CCCC2)c1	x	26	8	-4%
40	CC12CCC(C(=O)NNc3ccc([N+](=O)[O-])cc3)(CC1=O)C2(C)C (stereo not given)	x	-27	x	-5%
41	O=C1NC(=Nc2ccccc2)S/C1=C\c1cccn1-c1ccccc1	-29%	38	0	-1%
42	COc1cc([N+](=O)[O-])ccc1NC(=O)CCCOc1ccccc1	23%	15	0	-2%
43	CC(C)CNC(=O)c1cccc(NC(=O)c2ccc(Cl)c([N+](=O)[O-])c2)c1	x	-89*	x	-3%
44	CC(=O)c1ccc(NC(=O)C2CCCN2S(=O)(=O)c2ccc(C)cc2)cc1 (stereo not given)	x	53	-6	1%
45	FC(F)(F)c1ccc(N2CCN(Cc3ccc4c(c3)OCO4)CC2)nc1	x	-20	x	1%
46	O=C(Nc1nnc(SCc2ccc(F)cc2)s1)c1ccc2ncsc2c1	x	-25	x	-5%
47	Cc1ccc(NC(=O)C2C(C(=O)O)C3C=CC2C32CC2)cc1 (stereo not given)	-1%	u	-5	8%
48	Cc1nc(NCCc2cnc[nH]2)c2oc3ccccc3c2n1	20%	-6	2	-1%
49	CCOc1ccccc1NC(=O)c1nc[nH]c1C(=O)Nc1ccccc1OCC	-12%	u	u	-1%
50	CCc1ccc(N(C(=O)CNC(=O)c2cccs2)C(C(=O)NC(C)(C)C)c2cc(OC)c(OC)c(OC)c2)cc1 (stereo not given)	-6%	9	-3	1%
51	CCOc1cc(N2CCOCC2)c(OCC)cc1NC(=O)Cc1cccc(OC)c1	-9%	-12	5	-11%
52	CC(C)(/C=N/O)/[N+]([O-])=C/c1ccco1	-2%	-22	-9	-1%
53	O=C1/C(=C\c2ccc(-c3ccccc3[N+](=O)[O-])o2)C(c2ccccc2)=NN1c1ccccc1	x	-86*	1	-1%
54	CCOC(=O)c1cc2sccc2n1Cc1ccccc1	2%	-3	u	-8%
55	O=C(/C=C/c1ccc(Cl)cc1)N1CCN(c2ccc([N+](=O)[O-])c(N3CCOCC3)c2)CC1	x	56	-1	-1%
56	CN(C)c1ccc(C(c2nnnn2C(C)(C)C)N2CCc3ccccc3C2)cc1 (stereo not given)	0%	32	-15	-3%
57	c1ccc(Cc2nn3c(Cn4cnc5ccccc54)nnc3s2)cc1	11%	u	6	9%
58	O=C(Nc1nnc(-c2ccccc2SCc2ccccc2)s1)Nc1ccccc1F	u	u	u	2%
59	COc1ccc(N(CC(=O)NC2CCCC2)C(=O)Cn2nnc(-c3ccc(C)cc3)n2)cc1OC	5%	3	-2	-2%
60	CCc1ccc(C(=O)COC(=O)C(CCSC)NC(=O)C23CC4CC(CC(C4)C2)C3)cc1 (stereo not given)	x	-14	x	-1%

# 3 entries already listed, sorted by number of heavy atoms, descending.
no.	structure	15-hLO-2 inh	PNC assembly inh	IMPase cell inh	ALOX12 inhib
50	CCc1ccc(N(C(=O)CNC(=O)c2cccs2)C(C(=O)NC(C)(C)C)c2cc(OC)c(OC)c(OC)c2)cc1 (stereo not given)	-6%	9	-3	1%
58	O=C(Nc1nnc(-c2ccccc2SCc2ccccc2)s1)Nc1ccccc1F	u	u	u	2%
47	Cc1ccc(NC(=O)C2C(C(=O)O)C3C=CC2C32CC2)cc1 (stereo not given)	-1%	u	-5	8%

# Additional results
no.	structure	15-hLO-2 inh	PNC assembly inh	IMPase cell inh	ALOX12 inhib
61	O=C(C1CCN(C2CC(=O)N(c3ccc(F)cc3)C2=O)CC1)N1CCOCC1 (stereo not given)	-11%	59	u	-8%
62	O=C1CC(c2ccccc2)C(C(=O)Nc2ccccc2F)N1 (stereo not given)	x	13	x	-3%
63	Cc1nc2ccccn2c1C(=O)NCc1ccc2c(c1)OCO2	16%	42	u	-3%
64	COC(=O)c1c(NC(=O)C(C)C)sc2c1C(C(=O)OC)CC2 (stereo not given)	x	264	-5	0%
65	COc1ccc(C(=O)Nc2cccc(C(=O)N3CCCC3)c2)cc1	-2%	u	-2	-2%
66	CCN(c1cccc(C)c1)c1ncnc2nc[nH]c12	-1%	u	2	-1%
67	CCn1c(CNc2ccc(C(=O)O)cc2)nc2ccccc21	8%	-109*	-5	-7%
68	C[N+](C)(C)CCCCCNCC12CC3CC(CC(C3)C1)C2	32%[activator]	x	1	1%
69	Cc1nn(-c2ccccc2)c2c1C1(C(=O)N(C(C)C)c3ccccc31)C(C#N)=C(N)O2 (stereo not given)	u	-10	6	-5%
70	O=C(Cn1cccc1)N1CCN(c2ccc(F)cc2)CC1	-4%	-29	-2	-4%
71	O=C(CN1C(=O)C2C3C=CC(C4CC34)C2C1=O)OCC(=O)c1ccccc1 (stereo not given)	x	13	x	-4%
72	Cc1ccccc1C(=O)Oc1ccccc1N1C(=O)C2CC=CCC2C1=O (stereo not given)	x	-29	x	-1%
73	CC(C)OC(=O)c1c2c(n3ccccc13)C(=O)c1ccccc1C2=O	x	u	-10	-1%
74	CCN(CC)C(=O)c1sc(NC(=O)Cc2ccc(OC)cc2)c(C#N)c1C	-5%	-21	1	2%
75	CN1CCN(S(=O)(=O)c2ccc(NC(=O)c3csc4ccccc34)cc2)CC1	37%[activator]	22	0	2%
76	NC(=O)c1c(NC(=O)CSc2nnc(-c3ccco3)n2-c2ccccc2)sc2c1CCC2	u	-10	u	-25%
77	Cc1ccc(Nc2ccc(C(=O)O)cc2N)cc1	-16%	1	6	-5%
78	COC(=O)/C=c1/s/c(=C(\C#N)C(=O)NCc2ccco2)n(-c2ccccc2)c1=O	-17%	15	8	-8%
79	COc1ccc2ccccc2c1CN1CCN(Cc2ccccc2)CC1	19%	95	11	3%
80	C=CCn1c(SCCCC)nc(O)cc1=O	-6%	-4	-13	2%
81	Nc1nnc(Sc2ccc(Cl)cc2[N+](=O)[O-])s1	x	38	-2	0%
82	COc1ccc(S(=O)(=O)N2CCCCC2)cc1NC(=O)CSc1ncnc2ccccc12	x	-7	2	-5%
83	COC(=O)C1=C(Nc2ccc(OC)cc2)C=C(C)C(C(=O)OC)C1c1ccc(C)cc1 (stereo not given)	2%	-18	13	-20%
84	Cc1nn(-c2ccc(F)cc2)c(C)c1NS(=O)(=O)c1ccc(Cl)cc1	-3%	-25	2	-13%
85	CCc1ccc(OCC(=O)N(C)C)c(Br)c1	-2%	u	7	0%
86	O=C(c1ccc2c(c1)OCO2)N(c1ccc(Cl)cc1)C1C=CS(=O)(=O)C1 (stereo not given)	-3%	13	1	-13%
87	COc1ccc(-c2nsc3c(N4CCCCC4)ncnc23)cc1	9%	5	-2	-2%
88	CCOc1cccc(N2C(=O)CC(N3CCN(c4nc5ccccc5s4)CC3)C2=O)c1 (stereo not given)	-10%	u	16	1%
89	O=C(Nc1cccn(Cc2c(Cl)cccc2Cl)c1=O)c1ccccc1Cl	23%	69	10	-2%
90	COc1cc(OC)c(C2SCCN2S(=O)(=O)c2ccc(F)cc2)cc1OC (stereo not given)	-7%	-28	12	0%
91	O=C(Nc1ccc(Cl)c(C(F)(F)F)c1)N1CCCC(O)C1 (stereo not given)	x	4	2	4%
92	O=C(c1cc([N+](=O)[O-])ccc1N1CCCCC1)N1CCc2ccccc21	x	26	6	-2%
93	O=C(CSc1nc2ccc(NC(=O)C3CCCCC3)cc2s1)NCC1CCCO1 (stereo not given)	x	-10	x	3%
